From PubChem
KLF5 inh = KLF5 expression inhibitors, primary screen, DLD-1 cells, luminescence; inhibition, % at 5 µM; DLD-1 KLF5 promoter-luciferase reporter; 0.23% of 290,000 active; AID 1700, 2009;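 active = inhibition above a per-plate limit of that plate's mean compound inhibition plus 3 SD, cut at about 60% in these data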;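 note: 0% = DMSO wells and 100% = LY294002 at 200 µM; higher means less KLF5 promoter-driven luciferase light; inactives centre near -14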
IEC-6 tox = cytotoxicity in IEC-6 intestinal epithelial cells, primary screen, cytotoxicity control for KLF5 inhibitor project, cell-based, luminescence; IEC-6 cytotoxicity, luminescence viability; inhibition, % at 5 µM; 0.78% of 290,000 active; in the data active = inhibition above about 22%;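 note: 0% = plate median of test compound wells and 100% = cytotoxic reference compound wells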
Dyrk1A ADPGlo = rat Dyrk1A kinase inhibitors, primary screen, biochemical, single point, plate reader; ADP-Glo luminescence, NFATc1 peptide; AID 504441, 2011; inhibition, % at 12.5 µM; 0.43% of 310,000 active; in the data active = inhibition above about 50%;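 note: plate controls were vehicle with enzyme for no effect and no enzyme for full effect; many of its hits are not listed in these tables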
HSP90 inh = HSP90 inhibitors, primary screen, cell lysate, luminescence; Heat shock protein HSP 90 (rabbit reticulocyte lysate; luciferase refolding); Rabbit reticulocyte lysate, luciferase refolding luminescence, 3 h; inhibition, % at 5.6 µM; 0.91% of 290,000 active; AID 1789, 2009;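 active = inhibition above the screen-wide mean plus 3 SD, computed separately per campaign, cut at about 16% in these data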;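 note: 0% = DMSO wells and 100% = 60 µM geldanamycin wells; inhibitors lower the luminescence because luciferase stays unfolded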
HSF1 inh = HSF1 inhibitors in luciferase reporter cells, primary screen, cell-based, NIH3T3, luminescence; NIH3T3-HGL HSE-luciferase, MG132-induced, luminescence 8 h; hits give low values; activity change, negative = inhibition, % at 7.5 µM (by protocol); 0.77% of 300,000 active; AID 2098, 2009;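 active = more than half of replicate wells show activity change below -50%, luminescence cut by over half; inconclusive = some wells, but at most half, below -50%; inactive = no replicate well below -50%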;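 note: luciferase reports HSF-1 transcriptional activity via heat shock element; 0% = median of DMSO wells and -100% = zero luminescence signal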
aSyn 5UTR inh = MLPCN primary screen, SNCA 5' untranslated region; inhibition, % (tested at 7.5 µM); 0.82% of 300,000 active; alpha-synuclein 5'UTR reporter, inhibitor activity; in the data active = inhibition above about 60%; inconclusive = no clear call, values can overlap the other calls;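 note: H4 neuroglioblastoma cells stably carrying SNCA 5'UTR luciferase fusion; 0% = DMSO wells and 100% = positive control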
GSK3beta inhib = human GSK3beta kinase inhibitors, primary screen, biochemical, cell-free homogeneous, HTS | GST-GSK3beta kinase, ADP-Glo luminescence, 60 min; hits give low values | activity score (negative = inhibition), % at 10 µM | 0.038% of 300,000 active;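 active = more than half of replicate wells score below -50%, meaning over 50% inhibition versus plate controls; inconclusive = some replicates but at most half score below -50%; inactive = no replicate scores below -50%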;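 note: 0% = median DMSO wells and -100% = median GW8510 positive control wells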
Target sequence (P49841 whole entry, looked up): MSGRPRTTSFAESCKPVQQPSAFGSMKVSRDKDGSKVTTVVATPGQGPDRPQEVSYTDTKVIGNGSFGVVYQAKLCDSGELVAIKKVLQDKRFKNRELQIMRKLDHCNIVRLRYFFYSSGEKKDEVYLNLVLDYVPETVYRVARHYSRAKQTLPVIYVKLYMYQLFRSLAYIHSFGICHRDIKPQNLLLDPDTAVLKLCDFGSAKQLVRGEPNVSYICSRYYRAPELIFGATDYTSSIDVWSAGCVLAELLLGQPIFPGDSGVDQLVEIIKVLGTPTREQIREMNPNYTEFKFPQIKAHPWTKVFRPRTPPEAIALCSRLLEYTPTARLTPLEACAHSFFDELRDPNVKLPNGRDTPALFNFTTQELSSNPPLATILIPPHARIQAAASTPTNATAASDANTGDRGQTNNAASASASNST
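Test system: GST-fused GSK3beta enzyme, cell-free | Quantity: 1.6 ng GST-GSK3beta enzyme per well | Reagent: 25 µM ATP with peptide substrate | Schedule: 60 min enzyme reaction, room temperature | Signal: Luminescent ADP-Glo measurement of ADP formed | Read-out basis: Score relative to plate controls | Control set: DMSO and 20 µM GW8510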
GSK3A inh = blockers of GSK3A enzyme activity – biochemical, luminescence, cell-free homogeneous, HTS, primary screen; Glycogen synthase kinase-3 alpha (Homo sapiens), P49840; GSK-3 alpha kinase, ADP-Glo luminescence, 60 min; inhibition, % at 10 µM; 0.1% of 320,000 active;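 in the data active = inhibition above about 50%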;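 note: GST-tagged GSK-3 alpha with peptide substrate and 25 µM ATP; 0% = DMSO neutral wells and 100% = GW8510 positive control wells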
Target sequence (P49840 whole entry, looked up): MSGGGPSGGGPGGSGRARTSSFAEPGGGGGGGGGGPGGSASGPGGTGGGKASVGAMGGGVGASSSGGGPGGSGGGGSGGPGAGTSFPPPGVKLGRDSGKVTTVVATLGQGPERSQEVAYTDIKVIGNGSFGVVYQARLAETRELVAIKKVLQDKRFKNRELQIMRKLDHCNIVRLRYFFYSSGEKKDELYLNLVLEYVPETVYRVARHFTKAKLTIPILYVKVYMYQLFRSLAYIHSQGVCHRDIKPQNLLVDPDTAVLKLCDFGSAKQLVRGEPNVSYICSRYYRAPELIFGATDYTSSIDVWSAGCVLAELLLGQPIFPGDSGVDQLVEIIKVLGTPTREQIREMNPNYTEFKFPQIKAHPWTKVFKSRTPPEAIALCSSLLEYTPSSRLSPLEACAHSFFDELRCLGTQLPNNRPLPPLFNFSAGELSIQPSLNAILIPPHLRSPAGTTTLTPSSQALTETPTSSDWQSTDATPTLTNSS
Platelet DG rel = inhibitors of platelet dense granule secretion, primary screen, cell-based, MLPCN, human platelets | human platelet-rich plasma, SFLLRN dense granule ATP release, luminescence | inhibition, %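 (compounds screened at 7.5 µM in platelet-rich plasma)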 | AID 1663, 2009 | 0.22% of 300,000 active;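 active = mean replicate score, as percent of positive control, at or above 50; inconclusive = mean below 50 but at least one replicate at or above 50; inactive = mean and every replicate below 50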
HSF1 activator = HSF-1 activators, primary screen, NIH3T3-HGL cells, MG132 stress, luminescence, single point | activation, % at 9 µM | 1.7% of 300,000 active | NIH3T3-HGL HSF-1 luciferase reporter, 8 h; 100% = twice DMSO control signal;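 active = mean replicate activation of at least 50% with a set share of replicates each reaching 50%; inconclusive = only one of those two conditions met; inactive = mean below 50% and too few replicates reaching it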;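 note: 0% = median of the neutral control wells and 100% = twice that signal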
The depositor's hits bear a star; ? = inconclusive; . = no result given. An excerpt; rates above refer to the full screens.

SMILES	KLF5 inh	IEC-6 tox	Dyrk1A ADPGlo	HSP90 inh	HSF1 inh	aSyn 5UTR inh	GSK3beta inhib	GSK3A inh	Platelet DG rel	HSF1 activator
CCC1(c2ccccc2)NC(=O)N(CC(=O)N(C)Cc2ccccc2)C1=O (centres undefined)	-16	-6	8	-1	1	-2	1	0	-11	5
Cc1cccc(S(=O)(=O)N(CC(=O)Nc2ccccc2C)Cc2ccco2)c1	-18	2	22	10	1	-5	3	-2	10	10
COC(=O)CCCn1nc(NC(=O)COc2ccc(F)cc2)cc1C	-18	0	2	-3	0	-10	.	-4	7	27
CC(C)(C)c1ccc(OCC(=O)NCc2ccco2)cc1	3	6	4	2	-4	-17	1	-2	1	5
COC(=O)c1cccc(NC(=O)c2ccc3c(c2)C(=O)N(Cc2cccnc2)C3=O)c1C	-22	-5	-7	-3	-4	-7	-2	-1	4	0
CCNC(=S)N1CCN(Cc2ccccc2)CC1	5	-1	-1	1	3	15	-1	5	0	10
CCn1c(SCC(=O)OC)nnc1-c1ccncc1	10	0	-6	0	-5	1	-1	0	.	1
Cc1cc(C)c(S(=O)(=O)N2CCCCC2)c(C)c1N(C)S(=O)(=O)c1ccccc1	-9	4	-3	2	17	18	-3	0	-4	6
Cc1cc(C)cc(C(=O)NCCN2CCOCC2)c1	-29	-6	2	-2	1	-4	-2	-7	2	1
COc1ccccc1C(CC(=O)Nc1ccc(Cl)cc1)c1ccc(OC(C)C)cc1 (centres undefined)	4	3	-5	-5	11	9	-3	-4	11	14

Next section; it opens with the 2 that closed the last part.
SMILES	KLF5 inh	IEC-6 tox	Dyrk1A ADPGlo	HSP90 inh	HSF1 inh	aSyn 5UTR inh	GSK3beta inhib	GSK3A inh	Platelet DG rel	HSF1 activator
Cc1cc(C)cc(C(=O)NCCN2CCOCC2)c1	-29	-6	2	-2	1	-4	-2	-7	2	1
COc1ccccc1C(CC(=O)Nc1ccc(Cl)cc1)c1ccc(OC(C)C)cc1 (centres undefined)	4	3	-5	-5	11	9	-3	-4	11	14
Cc1cccc(NC(=S)Nc2ccc(Br)cc2)c1	-13	-3	-7	-1	12	-106	0	0	20	46
CCC(=O)N1CCN(c2nnc(-c3ccccc3)c3ccccc23)CC1	-22	-4	1	-3	9	8	1	-4	-1	-5
O=C(NCCS(=O)(=O)N1CCN(c2cccc(Cl)c2)CC1)c1cc(=O)c2ccccc2o1	-4	6	-4	-1	3	35	-3	1	3	1
CCc1nnc(NC(=O)C(C)C)s1	-2	-3	0	4	17	9	1	0	-4	45
CC(C)C(=O)NC(c1cccc([N+](=O)[O-])c1)c1c(O)ccc2ccccc12 (centres undefined)	-23	0	-1	-6	7	-4	1	0	2	16
O=C1CC(c2ccccc2)CN1C(=O)c1cccnc1 (centres undefined)	-33	3	-7	-2	-11	-2	-2	-1	-36	-8
CC(CN1CCOCC1)C(=O)O (centres undefined)	-24	2	1	8	-6	-4	2	-4	13	-5
CCCCN(C(=O)C1CCCO1)c1c(N)n(CC(C)C)c(=O)[nH]c1=O (centres undefined)	.	.	-3	.	-2	10	2	-3	0	-1
Cc1ccc2nc(NC(=O)C3CCN(S(=O)(=O)c4cccs4)CC3)sc2c1	-11	0	34	0	-8	-9	1	-1	-6	14
COc1ccc(C(NC(=O)CNC(C)=O)C(=O)Nc2ccc(C(C)C)cc2)cc1 (centres undefined)	-25	-5	0	1	-3	11	-4	-3	-1	4
Cc1ccc(NC(=S)N2CCC(N(C)CC3CCCO3)CC2)cc1 (centres undefined)	-8	-1	-2	0	2	-7	1	-1	1	-3
CC(=O)N1CCN(C(=O)COc2ccc3oc4c(c3c2)CCCC4)CC1	.	.	-1	.	-1	13	1	-3	-2	5
Cc1cccc(CSc2ccc(-c3cccs3)nn2)c1	-41	-4	-12	4	21	-110	2	2	-3	47
COC(=O)CC/C(=N/Nc1ccc(Cl)c(Cl)c1)C(=O)OC	-34	-3	4	-1	18	-20	2	-1	-2	10
COc1ccc(-c2csc3ncnc(N4CCN(c5cccc(C)c5C)CC4)c23)cc1	-8	5	2	2	2	-6	-1	0	3	10
Cc1ccc(S(=O)(=O)c2cccc(S(=O)(=O)N3CCOCC3)c2)cc1S(=O)(=O)N1CCOCC1	4	4	-4	-1	0	11	2	-3	-3	13
COc1ccc(Cc2nnc(N/N=C(\C)c3ccccc3)[nH]c2=O)cc1OC	9	0	1	3	-6	11	3	-2	8	2
Cc1ccc(S(=O)(=O)N2CCC(C(=O)N[C@@H](C)C(=O)NCc3ccco3)CC2)cc1	-10	-2	5	3	-3	7	2	2	-3	-13
N#Cc1ccc(C(=O)NNC(=O)c2ccncc2)cc1	-1	4	-3	2	3	16	0	-3	-3	14
CCC(=O)N1CCc2cc(S(=O)(=O)NC(Cc3ccccc3)C(=O)NC3CCCC3)ccc21 (centres undefined)	-36	-1	2	1	17	19	-1	-1	-6	16
CCOC(=O)N1CCC(N(CCN(C)C)C(=S)Nc2cccc(C)c2)CC1	-9	3	-9	1	1	22	-2	-2	1	10
COc1ccc(C2(C(=O)Nc3c(C)n(C)n(-c4ccccc4)c3=O)CCCC2)cc1OC	-21	0	-9	-2	-8	12	1	-3	.	-11
CC(=O)c1cc2c(cc1N(C(=O)Cn1nnc3ccccc31)C(C(=O)NCCC(C)C)c1cccnc1)OCO2 (centres undefined)	-3	0	2	-3	1	23	2	-3	8	1
COc1ccc(NC(=O)N2CCC(c3nc4ccccc4[nH]3)CC2)cc1	-25	-3	-2	1	-8	-3	6	0	2	6
COc1ccc(N(CC(=O)NCc2ccc(F)cc2)C(=O)c2snc(C(N)=O)c2N)cc1OC	-15	-1	17	-3	-7	-2	.	0	8	12
O=C(N[C@@H](c1ccccc1)[C@@H]1C[C@H]1C(=O)NCc1ccccn1)OCc1ccccc1	-10	-2	0	-1	6	-26	-2	1	-2	2
CCn1c(C)c(C(C)=O)cc(C#N)c1=O	2	5	-3	0	6	-11	1	-1	-2	3
Cc1cccc(C)c1NC(=O)Cn1nc(-c2ccccc2)nc1-c1ccccc1	17	1	-4	4	-13	-10	3	-2	-5	-9
CC(C)c1nc2ccccc2c2nnc(SCC(=O)NCc3ccco3)n12	-11	-7	-1	2	-60*	20	1	4	4	-69
Cc1ccc(S(=O)(=O)N[C@H](C(=O)NCC2CCC(C(=O)O)CC2)C(C)C)cc1 (some centres undefined)	-18	-2	-4	1	-7	8	3	0	-9	-12
CCc1ccc2nc(N(CCCN(C)C)C(=O)c3ccc(S(=O)(=O)N(C)C4CCCCC4)cc3)sc2c1	-122	-3	3	9	-1	?	-2	0	0	-2
CN(C)/C=C/C(=O)c1ccc(-c2ccc(Cl)cc2Cl)o1	-32	1	-4	2	?	-106	0	8	3	-47
CCC(C)(C)NC(=O)CN(Cc1cccs1)C(=O)C(=O)Nc1ccc2c(c1)OCCO2	-1	-8	.	-2	-9	25	0	-3	-8	-2
CCN(CC)C(=O)CSc1nc(Cc2ccccc2)nc2ccccc12	-43	2	1	0	4	18	1	3	1	1
Cc1ccc2sc(C)[n+](CCCS(=O)(=O)[O-])c2c1	-19	-1	1	-1	6	-8	3	-1	-1	8
CC(C)c1c(O)nc(SCC(=O)Nc2ccc3c(c2)CCC3)[nH]c1=O	-11	0	-2	1	0	-11	2	2	10	14
Cc1cc(C)c(C(=O)COC(=O)CCNS(=O)(=O)c2c(Cl)cccc2Cl)cc1C	15	1	-6	4	2	-4	0	0	-4	-11
C/C(=N\OC(=O)c1ccc(Cl)c(Cl)c1)c1sc(C)nc1C	-31	0	-2	-2	0	-13	-4	-1	0	1
O=C(O)CCCCn1c(SCc2cc(=O)n3cc(Cl)ccc3n2)nc2ccsc2c1=O	-6	2	-3	-2	1	9	1	-1	6	-13
CCc1ccc(NC(=O)Cn2cc([N+](=O)[O-])nc2C)cc1	-39	6	-4	-5	0	17	-4	-1	-3	-5
CC(=O)c1cccc(NC(=O)CN(c2cccc(F)c2)S(C)(=O)=O)c1	-7	0	0	4	.	.	2	0	.	.
CC(C)C(=O)N1CCC2(CC1)Oc1ccc(F)cc1C(=O)C21CC(c2cccnc2)=NO1 (centres undefined)	.	.	.	.	-5	-22	-1	.	3	-18
O=C(COc1ccc(Cl)cc1)Nc1ccccc1N1CCOCC1	-20	-5	.	0	8	34	0	.	2	20
Cc1cc(Cl)ccc1OCC(=O)NCCCn1ccnc1	-16	8	4	2	-12	9	1	-1	-7	-18
COc1ccc(NC(=O)c2nc[nH]c2C(=O)N(C)Cc2ccccc2)cc1	.	.	6	.	6	-4	2	1	7	15
COc1ccc(C(=O)N=c2sc3c(C)ccc(OC)c3n2C)cc1OC	-7	1	9	9	42	-295	6	-1	2	62*
O=C(Oc1ccc(Cl)cc1)c1ccc2nccnc2c1	18	1	-6	1	-5	-5	-3	1	.	3
Cc1ccc(C)c(OCC(=O)Nc2ccc(S(=O)(=O)Nc3ccccn3)cc2)c1C	2	6	0	-3	1	-16	4	-1	6	-1
COc1ccccc1OCCNC(=O)c1cccc(S(=O)(=O)N2CCN(C)CC2)c1	-25	6	-10	3	-7	3	1	0	37	-9
CC(=O)c1c(C)[nH]c(C(=O)OCc2cccc(Cl)c2)c1C	-42	4	1	1	5	-58	0	-2	1	22
Additional results follow:
SMILES	KLF5 inh	IEC-6 tox	Dyrk1A ADPGlo	HSP90 inh	HSF1 inh	aSyn 5UTR inh	GSK3beta inhib	GSK3A inh	Platelet DG rel	HSF1 activator
O=C(NCCc1cccs1)C(c1ccccc1)c1ccccc1	-18	2	19	14	3	-18	-7	-1	-8	46
O=C(O)c1ccc(N=Nc2c(-c3ccccc3)[nH]oc2=O)cc1	-107	-2	14	-2	2	-37	-2	2	-7	3
O=C1C(=O)N(O)C2CCCCC2N1O (centres undefined)	-6	-1	-4	-1	-1	-4	2	-2	10	-4
NC(=S)N=Nc1c(O)n(Cc2ccccc2)c2ccccc12	-26	2	2	4	-1	24	2	-2	-13	0
COc1ccccc1N1CCN(C(=O)CSc2nc(-c3ccccc3)cc(=O)[nH]2)CC1	-45	5	9	-1	-3	4	-3	-3	0	-5
O=C(Nc1ccc(OCc2ccccc2)cc1)c1cccc([N+](=O)[O-])c1	-9	-3	-1	-4	-9	-53	-7	-1	-1	17
COc1cccc(-c2nc(NC(C)(C)C)c3ccccc3n2)c1O	-12	-5	0	-4	0	-4	-1	-2	-2	-10
